mcGAS RapidFire: inhibitors of mouse cGAS | Q8C6L5 | recombinant mouse cGAS, cGAMP by RapidFire MS | inhibition, % at 12.5 µM | 130,000 tested, 0.18% active | AID 1259397;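 active = inhibition of cGAS enzyme activity at or above 60%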;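 note: enzyme stimulated by 45 bp dsDNA with ATP and GTP substrates; cGAMP share of summed cGAMP plus half ATP and half GTP signals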
Target sequence (Q8C6L5 whole entry, looked up): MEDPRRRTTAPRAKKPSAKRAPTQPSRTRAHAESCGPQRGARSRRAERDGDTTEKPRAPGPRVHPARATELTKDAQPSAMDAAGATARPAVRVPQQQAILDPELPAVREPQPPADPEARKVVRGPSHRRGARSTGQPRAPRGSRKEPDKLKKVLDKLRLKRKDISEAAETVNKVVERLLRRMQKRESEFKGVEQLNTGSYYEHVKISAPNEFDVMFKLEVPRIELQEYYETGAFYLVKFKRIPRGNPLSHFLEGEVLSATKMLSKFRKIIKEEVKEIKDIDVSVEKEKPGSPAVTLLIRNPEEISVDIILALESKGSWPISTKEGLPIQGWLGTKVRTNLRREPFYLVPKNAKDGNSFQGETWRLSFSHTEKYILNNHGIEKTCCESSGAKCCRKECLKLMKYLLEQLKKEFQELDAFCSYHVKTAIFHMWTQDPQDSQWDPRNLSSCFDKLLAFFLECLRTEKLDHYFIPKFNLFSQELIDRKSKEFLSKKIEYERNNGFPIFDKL
An asterisk follows results filed as active; & = joins results of further samples. This is a subset; the hit share may differ from the screen's.

SMILES	mcGAS RapidFire
O=C(NCCN1CCOCC1)c1cc(-c2cccs2)nc2ccccc12	-2.1
Clc1cccc2c1CCN(c1ncnc3c1CCNC3)C2	44.9
O=C(CN1CCN(C(=O)CCc2ncc(-c3ccc(F)cc3F)o2)CC1)Nc1ccc(F)cc1	-7.2
CCN(CC)CCn1c(NC(=O)C2CCN(S(C)(=O)=O)CC2)nc2ccccc21	-6.3
CSCCC1NC(=S)N(Cc2ccnc(N3CCCC3)c2)C1=O (stereo unspecified)	-11.5
O=C(Nc1nnc(C(F)(F)F)s1)NC1CCN(CC2CC2)C1 (stereo unspecified)	-5.4
Fc1ccc(Oc2cc(N3CCCNCC3)ncn2)cc1Cl	-0.5
COc1ccc(NC(=O)c2cn(C)c3c(=O)n(-c4ccccc4)c(=O)[nH]c23)cc1OC	-22.6
CCOC(=O)CSc1nnc(CNc2ccc(C)c(Cl)c2)n1C	-3.8
Cc1ccc(-n2nc3c(c2NC(=O)/C=C\c2ccccc2)CSC3)cc1	-3.9
CC1CCN(CCCC(=O)c2ccc(F)cc2)CC1	-8.5&2.3
CCN1CCN(c2ncnc3c2nc2n3CCCCC2)CC1	-14.0
CCNC(c1ccncc1)c1ccc(F)cc1 (stereo unspecified)	-3.3
CC(C)Oc1cccnc1C(=O)Nc1ccc2oc(=O)[nH]c2c1	6.5
O=c1ccnc(SCc2ccc(Cl)c(Cl)c2)[nH]1	-17.9
O=C(COc1ccccc1F)Nc1c2c(nn1-c1nc3ccccc3s1)CCC2	-2.1
CCOC(=O)Nc1cccc(OS(=O)(=O)c2ccccc2OC)c1	-5.4
N#Cc1ccccc1/C=C/C(=O)NC(CN1CCOCC1)c1ccccc1 (stereo unspecified)	-22.3
NC(=N/N=C\c1ccccc1O)c1nonc1N	3.5
CCOc1cc(S(=O)(=O)n2cnc(C)c2)c(OCC)cc1C	-14.2

The list goes on, starting with the last six of the part before.
SMILES	mcGAS RapidFire
O=c1ccnc(SCc2ccc(Cl)c(Cl)c2)[nH]1	-17.9
O=C(COc1ccccc1F)Nc1c2c(nn1-c1nc3ccccc3s1)CCC2	-2.1
CCOC(=O)Nc1cccc(OS(=O)(=O)c2ccccc2OC)c1	-5.4
N#Cc1ccccc1/C=C/C(=O)NC(CN1CCOCC1)c1ccccc1 (stereo unspecified)	-22.3
NC(=N/N=C\c1ccccc1O)c1nonc1N	3.5
CCOc1cc(S(=O)(=O)n2cnc(C)c2)c(OCC)cc1C	-14.2
COCCn1c(=O)c2c(nc3n(-c4ccccc4Cl)c(C)cn23)n(C)c1=O	-6.9
COCCN1CCC(C(=O)NCc2nc(C)c3c(n2)CCCC3)C1 (stereo unspecified)	-12.6
O=C(NCc1ccco1)c1cc(-c2cccs2)n(C2CCS(=O)(=O)C2)n1 (stereo unspecified)	-2.1
CC(C)NC(=O)CNCc1ccc(S(C)=O)cc1 (stereo unspecified)	-1.3
CCN1CCOC(C(=O)N(C2CC2)C(C)c2ccccn2)C1 (stereo unspecified)	5.0
CC1(C)OCC(NC(=O)Nc2cccc3ccccc23)C(c2ccccc2)O1 (stereo unspecified)	2.0
Cc1ccc(-n2ncc3c(C)nn(CC(=O)N4CCCc5ccccc54)c(=O)c32)c(C)c1	0.3
CC1CCN(Cc2cc(=O)[nH]c(N3CCN(C(=O)CC(C)CC(C)(C)C)CC3)n2)CC1 (stereo unspecified)	-1.6
O=C(ON=C1Sc2ccccc2C1=O)c1ccccc1	33.5
O=C(NCCCn1nc(-c2ccncc2)ccc1=O)c1ccc(-c2ccccc2)cc1	-2.9
CCOC(=O)c1ccc(Nc2nnc(Cc3ccccc3)c(=O)[nH]2)cc1	-10.8
COc1ccc(C(=O)NC2CCCCC2C)c(OC)c1OC (stereo unspecified)	-5.1
C=CCc1cc(C)cc(C)c1OCCNCC1CCCO1 (stereo unspecified)	-4.2
COc1ccccc1CCNC(=O)C(=O)NCC1OCCCN1S(=O)(=O)c1cccs1 (stereo unspecified)	-9.0
CCCn1c(=O)n(CCC(=O)Nc2cccc(NC(=O)Nc3ccccc3)c2)c2ccccc21	17.4
COc1ccc(Nc2cc(-c3ccc(CC(C)C)cc3)ncn2)cc1OC	-6.4
Cc1cccc(CNCC2(O)CCCN(Cc3ccc(C(C)C)cc3)C2=O)n1 (stereo unspecified)	-5.3
CC(=O)OCC1=Cc2ccccc2N(C(=O)c2ccccc2)C1C#N (stereo unspecified)	-3.3
COc1cc(OC)c2c(=O)c(-c3ccccc3)coc2c1	-4.1
COc1ccc2c(c1)CN(CC(=O)NCc1cc(OC)c(OC)cc1OC)CC2	-10.8
COCCNC(=O)C(NC(=O)C1CCCC1)C1CCN(C(=O)c2cccc(OC)c2)CC1 (stereo unspecified)	0.8
Cc1csc(SCC(=O)N2CCCC(CNS(=O)(=O)c3cccs3)C2)n1 (stereo unspecified)	-8.9
Cc1cn2c3c(=O)n(CCN4CCOCC4)c(=O)n(C)c3nc2n1Cc1ccco1	-7.1
CCCCSc1nc2c(c(=O)n(C)c(=O)n2C)n1Cc1cccc(C)c1	0.4
Cn1cc(CN2CCN(c3cnccn3)CC2)c(-c2ccc(Oc3ccccc3)cc2)n1	-8.9
CC1(C(=O)NS(=O)(=O)c2ccccc2)CCN1C(=O)CC1CCCC1 (stereo unspecified)	-8.0
CCN1CCN(Cc2cc(C(=O)N(C)Cc3ccsc3)no2)CC1	-11.9
CCn1c(SCC2CCCO2)nc2scc(-c3ccccc3)c2c1=O (stereo unspecified)	0.7
Cn1nnnc1NCc1ccccc1C(F)(F)F	5.1
COC(=O)c1cc(-c2coc3cc(O)ccc3c2=O)c(C)o1	-7.2
CCc1c(C)[nH]n(-c2nc3ccccc3[nH]2)c1=O	-1.6
O=C(COc1ccc(Cl)cc1Cl)NCc1nnc(SCC(=O)Nc2nccs2)n1-c1cccc(Cl)c1	-19.7
CN1CCN(C)C(c2n[nH]c(=S)n2-c2ccccc2Br)C1 (stereo unspecified)	8.2
O=C(CN1CCC2(CC1)SCC1C(=O)N(c3ccccc3)C(=O)N12)Nc1ccccc1F (stereo unspecified)	-7.3
O=c1[nH]c(CSc2ncnc3sccc23)nc2sc3c(c12)CCCC3	17.8
Cc1ccc(-c2ccc(=O)n(CCCNC(=O)Cc3ccc(F)cc3)n2)cc1	1.5
Cc1cccnc1CN1CCN(c2ccnc(C(=O)NC3CC3)c2)CC1	2.0
CN1C(=O)c2cc(NS(=O)(=O)C3CCCCC3)ccc2Oc2ccccc21	-11.0
CC(=O)Nc1cccc(CN2CCN(C(C#N)c3ccccc3)CC2)c1 (stereo unspecified)	-5.6
O=C(NCc1cn2ccccc2n1)C(=O)Nc1cc(Cl)ccc1F	15.0
COc1ccc(Br)cc1S(=O)(=O)NCCSC1Sc2ccccc2NC1=O (stereo unspecified)	12.9
CC(C)=CCC/C(C)=C/C(=O)N1CCC(O)(Cc2ccccc2)CC1	0.4
Clc1ccc(-c2c[n+]3c(n2-c2ccccc2)SCC3)cc1	-8.8
CN(C)c1ccc(S(=O)(=O)N2CCCCC2)cc1NC(=O)C1COc2ccccc2O1 (stereo unspecified)	-11.8
Cc1ccc(C)c(C=Cc2noc(C)c2[N+](=O)[O-])c1	-1.7
NC(=S)N/N=c1\oc2ccccc2cc1-c1nc2ccccc2[nH]1	20.8
CCOC(C)C(=O)Nc1[nH]ncc1-c1cccc(Cl)c1 (stereo unspecified)	-3.7
O=C(C1CCCO1)N1CCOc2c(O)cc(-c3csc4ccccc34)cc2C1 (stereo unspecified)	-12.6
COCc1nc(C)c(CNC(=O)CC2CCc3ccccc32)s1 (stereo unspecified)	-32.5
Cc1cccc(C)c1C(=O)N1CC[C@@](C)(O)[C@@H](Cc2ccccc2)C1	-11.2
COc1ccc(-c2cc(-n3cccn3)ncn2)c(-n2cccn2)c1	-2.0
CC(C)C(C)(C#N)NC(=O)CSc1nnc(C(F)(F)F)n1C (stereo unspecified)	-3.3
COc1cc(CNC(=O)NCc2ccc3c(c2)OCCO3)cc(OC)c1OC	-7.4
OCC1(Cc2cccc(C(F)(F)F)c2)CCN(Cc2ccc3nonc3c2)CC1	-5.5
CC(NC(=O)C1=NN(c2ccccc2)C(=O)CC1)c1ccc(C#N)cc1 (stereo unspecified)	-15.3
CCCn1c(C)c(C)n2c3c(=O)n(CCN4CCOCC4)c(=O)n(C)c3nc12	-4.3
CC1CN(C(=O)CSc2nc3ccccc3c(=O)n2Cc2ccco2)CC(C)O1 (stereo unspecified)	1.2
O=C(c1ccc2c(c1)OCO2)N1CCC2(CCCN(CC3CCC3)C2=O)C1 (stereo unspecified)	-8.0
Cc1cc(C)n(C(C)c2n[nH]c(Cc3ccccc3)n2)n1 (stereo unspecified)	-9.2
COc1ccc(Nc2nc(N)c([N+](=O)[O-])c(N3CCC(C)CC3)n2)cc1	-9.0
The list continues.
SMILES	mcGAS RapidFire
CCc1ccc(S(=O)(=O)N2CCN(c3nc(C)cc(Nc4ccccc4)n3)CC2)cc1	-6.3
CNS(=O)(=O)c1ccc(CCc2nn3c(C(C)C)nnc3s2)cc1	-12.0
Cc1cccn2c(=O)nc(SCC(=O)NCc3ccc(F)cc3)nc12	-7.7
Cc1cc(N)n(CCO)n1	13.2
Cc1cccc(NC(=O)N2CCCC(CNC(=O)c3ccccc3Cl)C2)c1C (stereo unspecified)	-7.0
C=CCSCC(=O)N1CCN(C(=O)c2ccccc2)CC1	-9.5
Cc1nn(C)c(C)c1-c1ccnc(NCc2ccc3c(c2)n(C)c(=O)n3C)n1	-1.3
Cc1cccc(C(=O)Nc2cccc(S(=O)(=O)N3CCOCC3)c2)c1	-14.1
Nc1n[nH]c(Cc2ccccc2)n1	-3.9
O=C(NC1CCN(c2ccc(OC(F)(F)F)cc2)CC1)N1CCC1	-30.6
Cc1ccc(C(=O)NCC(c2ccc(F)cc2)N2CCOCC2)s1 (stereo unspecified)	-0.9
O=C1CCC(C(=O)N2CCCC(CCc3ccc(F)c(F)c3)C2)=NN1 (stereo unspecified)	-5.5
CCN(CC(=O)Nc1nc(C2CC2)no1)Cc1ccc(Cl)s1	-6.0
O=C(C1CCN(c2ncnc3sccc23)CC1)N1CCCCCC1	0.8
COCC(NC(=O)NC1CC(C)N(c2ccccc2)C1)c1ccco1 (stereo unspecified)	-8.3
CCCCNC(=O)COC(=O)c1ccc(S(=O)(=O)N2CCCCCC2)cc1	-6.3
Cc1cc(-c2ccccc2)o[n+]1C(C)c1ccccc1 (stereo unspecified)	-18.9
Cc1oc(-c2ccc(C(F)(F)F)cc2)nc1CN1CCCCC1CO (stereo unspecified)	1.3
CN(C)S(=O)(=O)c1cc(C(=O)N2CCC23CCC3)ccc1Cl	-3.5
Cc1ccc(C)c(C(C)NC(=O)Cc2nc(-c3ccncc3)n[nH]2)c1 (stereo unspecified)	-6.4

5 compounds picked at random from the list so far, as already listed:
SMILES	mcGAS RapidFire
Cc1cccc(NC(=O)N2CCCC(CNC(=O)c3ccccc3Cl)C2)c1C (stereo unspecified)	-7.0
Nc1n[nH]c(Cc2ccccc2)n1	-3.9
CNS(=O)(=O)c1ccc(CCc2nn3c(C(C)C)nnc3s2)cc1	-12.0
CCCCNC(=O)COC(=O)c1ccc(S(=O)(=O)N2CCCCCC2)cc1	-6.3
CCc1ccc(S(=O)(=O)N2CCN(c3nc(C)cc(Nc4ccccc4)n3)CC2)cc1	-6.3

(listing goes on)
SMILES	mcGAS RapidFire
OC(c1ccc(-c2ccccc2)cc1)c1ncc(-c2ccc(F)cc2)[nH]1 (stereo unspecified)	-5.6
Cc1ccc2n(n1)c(=O)c(Cc1ccccc1)c(O)[n+]2-c1ccccc1	0.8
Cc1cccn2c(=O)cc(CSc3nc4ccsc4c(=O)[nH]3)nc12	-1.9
O=C(NC1CCCCCC1)c1ncn[nH]1	-9.3
N#CCCN(CCC#N)c1nncs1	-16.9
O=C(O)C1=C(CSc2nnnn2CS(=O)(=O)O)CS[C@@H]2C(NC(=O)[C@H](O)c3ccccc3)C(=O)N12 (stereo partly specified)	2.6
O=C(c1ccc2ccccc2n1)N1CCc2c(nc(-c3ccccc3)[nH]c2=O)C1	-46.4
CCOC(=O)C1(C)CCCCN1C(=O)c1ccoc1 (stereo unspecified)	-5.6
Cc1noc(C)c1C(=O)NCC1Cc2ccccc21 (stereo unspecified)	-4.1
CC(=O)COc1cc(C)c2c(c1)oc(=O)c1ccccc12	6.6
O=C(c1cncc(-c2ccc(-c3ccn[nH]3)cc2)n1)N1CCCCC1	-9.1
CC(CN)OC(=O)C1CCNCC1 (stereo unspecified)	-8.3
CCn1nc(C)c(Br)c1Nc1ccc(Br)cc1	-3.9
COCCn1c(N2CCN(Cc3ccccc3Cl)CC2)nc2c1c(=O)[nH]c(=O)n2C	-10.9
Cc1cc(N(C)C)nc(Nc2ccc(NS(=O)(=O)c3ccc4nc(C)sc4c3)cc2)n1	-10.9
CN(C)CCC(=O)OC1CCCCC1S(=O)(=O)Cc1ccc(Cl)cc1 (stereo unspecified)	-8.8
O=c1c2ccccc2nc(SCc2cc(=O)n3ccccc3n2)n1CC1CCCO1 (stereo unspecified)	-6.3
CC(C)CN(C1CC1)S(=O)(=O)c1cc(S(C)(=O)=O)ccc1Br	-1.3
Cc1cccc(C(C)C)c1NC(=O)CCNC(=O)c1cccs1	-2.6
O=C(c1cn(CCN2CCCCC2)nn1)N1CCN(Cc2ccc3c(c2)OCO3)CC1	-2.3
CS(=O)(=O)c1cccc(-c2nnc(NC(=O)/C=C/c3ccccc3)o2)c1	-5.0
CN(CCCNC(=O)CCSCc1nc2sc3c(c2c(=O)[nH]1)CCC3)c1ccccc1	-1.5
O=C(CCC1CCCN(Cc2ccc3nonc3c2)C1)NCc1ccccc1Cl (stereo unspecified)	-11.3
O=C1CC2Sc3ccccc3N=C2N1Cc1ccc(Cl)cc1Cl (stereo unspecified)	-4.1
CC(=O)NC(N(C)Cc1ccccc1)C(Cl)(Cl)Cl (stereo unspecified)	7.2
CC(c1ccccn1)N(C)Cc1ccc(F)cc1Cl (stereo unspecified)	-9.6
CC(NC(=O)CN1CCCC(c2cc(C(N)=O)n[nH]2)C1)c1ccco1 (stereo unspecified)	0.2
O=C(Nc1ccc(S(=O)(=O)N2CCCC2)cc1Cl)C1=COCCO1	-11.9
CC(C)(C)Nc1nc(-c2ccc3[nH]c(=O)oc3c2)cs1	11.2
CCOc1ccc(-n2nnc3c(N4CCNCC4)ncnc32)cc1	-8.0
